# Assay outcomes deposited in PubChem by several laboratories.
# TNAP act hi DEA = activators of human TNAP at high phosphate acceptor concentration; P05186; purified TNAP, CDP-star luminescence, 1 M DEA, 30 min; active compounds read high; 0 = EDTA background, 1 = DMSO-only activity; activation factor at 20 µM; 200,000 tested, under 10 active; AID 1136;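 active = activation factor at least 2 at 20 µM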
# Target sequence (P05186 whole entry, looked up): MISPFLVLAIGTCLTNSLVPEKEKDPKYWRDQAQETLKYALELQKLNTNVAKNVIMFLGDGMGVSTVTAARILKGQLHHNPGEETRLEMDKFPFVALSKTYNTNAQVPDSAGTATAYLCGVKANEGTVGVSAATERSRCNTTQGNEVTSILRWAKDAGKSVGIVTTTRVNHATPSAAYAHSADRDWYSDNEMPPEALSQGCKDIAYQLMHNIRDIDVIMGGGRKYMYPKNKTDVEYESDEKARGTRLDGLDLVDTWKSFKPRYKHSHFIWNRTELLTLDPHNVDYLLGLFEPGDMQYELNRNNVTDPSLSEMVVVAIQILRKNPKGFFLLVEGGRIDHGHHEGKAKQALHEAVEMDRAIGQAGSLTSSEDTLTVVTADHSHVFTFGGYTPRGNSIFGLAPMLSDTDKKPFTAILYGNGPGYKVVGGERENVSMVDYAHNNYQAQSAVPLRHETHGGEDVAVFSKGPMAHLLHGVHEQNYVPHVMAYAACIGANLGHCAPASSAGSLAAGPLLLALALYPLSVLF
#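 Assay system: human TNAP; Input: enzyme diluted 1/800 final; Reagent: CDP-star luminogenic substrate at 100 µM final; Timing: 30 min, room temperature; Signal: luminescence; Evaluation: TNAP activation factor scaled between EDTA and DMSO control wells.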
# PPARg SRC3 recr = PPARgamma-driven SRC-3 recruitment agonism; activation, % at 8 µM; biochemical PPARgamma/SRC-3 coactivator recruitment assay; hit rate 0.26% among 200,000; AID 731; P37231; in the data active = activation above about 23%;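 also: 0% = DMSO and 100% = reference agonist; some compounds past the cut are filed as inactive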
# Target sequence (P37231 whole entry, looked up): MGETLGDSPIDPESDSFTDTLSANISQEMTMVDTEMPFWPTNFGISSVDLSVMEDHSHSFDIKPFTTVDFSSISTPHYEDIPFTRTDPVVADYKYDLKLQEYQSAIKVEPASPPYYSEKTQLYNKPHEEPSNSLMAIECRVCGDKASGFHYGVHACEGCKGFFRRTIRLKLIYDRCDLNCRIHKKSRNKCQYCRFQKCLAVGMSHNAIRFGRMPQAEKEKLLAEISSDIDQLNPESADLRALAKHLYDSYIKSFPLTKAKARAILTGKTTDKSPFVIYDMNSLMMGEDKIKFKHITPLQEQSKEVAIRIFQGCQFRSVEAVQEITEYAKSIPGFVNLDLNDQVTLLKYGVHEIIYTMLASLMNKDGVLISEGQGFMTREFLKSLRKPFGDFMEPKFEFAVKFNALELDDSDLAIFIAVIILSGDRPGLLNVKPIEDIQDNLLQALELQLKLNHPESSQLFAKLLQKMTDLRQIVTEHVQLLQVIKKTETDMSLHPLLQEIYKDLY
# PPARg SRC1 recr = promotes SRC-1 coactivator recruitment by human PPARgamma; P37231; PPARgamma-SRC-1 coactivator recruitment biochemical assay; activation, % at 8 µM; hit rate 0.41% among 200,000; in the data active = activation above about 19%;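 also: 0% = DMSO and 100% = reference agonist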
# PPARg SRC-2 ag = agonists of SRC-2 recruitment by human PPARgamma. P37231. PPARgamma LBD-SRC-2 recruitment, biochemical. activation, % at 8 µM. hit rate 0.34% among 200,000; in the data active = activation above about 22%;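 also: 0% = vehicle and 100% = reference agonist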
# bIAP act = intestinal alkaline phosphatase (bovine) activation; AID 1016; activation factor at 20 µM; purified bovine IAP, CDP-star luminescence, 30 min; active compounds read high; fold of DMSO-control signal, blank-subtracted; hit rate 0.17% among 200,000;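 active = activation factor of 2 or more at 20 µM, a signal rise over negative controls twice the positive control's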
# HMGR II inh = blocks class II HMG-CoA reductase of Enterococcus faecalis; purified E. faecalis HMGR, NADPH absorbance 340 nm kinetic; inhibition, % at 10 µM; hit rate 0.41% among 190,000;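 active = inhibition above a set limit, the median over all tested compounds plus 3 SD, cut at about 9.5% in these data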;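 also: enzyme runs in reverse so mevalonate oxidation gives rising NADPH absorbance; 0% = complete reaction with DMSO and 100% = background rate lacking mevalonate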
# SRC2 TRFRET art = TR-FRET artefact, counter-screen to PPARgamma/SRC-2 agonist assay; active compounds read high; TR-FRET ratio at 8 µM; hit rate 0.4% among 200,000; AID 1049; in the data active = TR-FRET ratio above about 2000; also: inactives centre near 1500
# TNAP inh noacc = inhibitors of human TNAP without phosphate acceptor; P05186; purified TNAP, CDP-star luminescence, 30 min; inhibition, % at 20 µM; hit rate 0.26% among 200,000; AID 1012;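 active = tissue-nonspecific alkaline phosphatase inhibition above about 50% at 20 µM in the single-dose screen, limit read from the data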;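 also: 0% = DMSO negative control and 100% = EDTA positive control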
# bIAP inh = intestinal alkaline phosphatase (bovine) inhibition; purified bovine IAP, CDP-star luminescence, 30 min; inhibition, % at 20 µM; 190,000 tested, under 10 active;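 active = over 50% inhibition of intestinal alkaline phosphatase at 20 µM in the single-dose screen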
#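 System: purified bovine intestinal alkaline phosphatase (IAP) enzyme; Input: IAP diluted 1/65,000,000 in the well; Measured by: CDP-star luminescence signal; Compound dosing: 20 µM single dose; Incubation: 30 min reaction at room temperature.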
# TNAP inh hi DEA = blocks human TNAP under high phosphate acceptor concentration; P05186; purified TNAP, CDP-star luminescence, 1 M DEA; inhibition, % at 20 µM; hit rate 0.03% among 200,000; AID 1135;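 active = over 50% inhibition of tissue-nonspecific alkaline phosphatase at 20 µM in the single-dose screen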;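 also: plate controls were DMSO wells for no effect and EDTA-quenched wells as full inhibition for full effect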
# * = called active by the depositor; nt = not tested or not shown.
SMILES	TNAP act hi DEA	PPARg SRC3 recr	PPARg SRC1 recr	PPARg SRC-2 ag	bIAP act	HMGR II inh	SRC2 TRFRET art	TNAP inh noacc	bIAP inh	TNAP inh hi DEA
COc1ccc(CNC(=O)C(c2ccco2)N(Cc2ccccc2)C(=O)Cc2cccs2)cc1 (stereo not drawn)	1	6	-4	-1	0.9	-3	1494	-3	6	0
Cc1cc(C)n(CC(O)COc2c(C)cccc2C)n1 (stereo not drawn)	1	2	2	4	1.1	1	1445	-8	-15	-3
Cc1nn(C(C)(C)C)c(OC(=O)c2ccco2)c1Sc1ccccc1	1	9	6	2	1	-5	1561	-14	-1	-4
COc1ccc(Oc2nnc(-c3ccc(C)cc3)c3ccccc23)cc1	1.1	7	8	-3	1	-3	1443	-9	4	-5
Cc1cc(N)n(-c2nc3ccccc3s2)n1	1	3	5	4	1.1	9.6*	1737	-8	-14	-2
O=C(O)c1cc2n(n1)C(C(F)(F)F)CC(c1ccco1)N2 (stereo not drawn)	1	3	0	2	0.9	-7	1466	-11	5	-1
C/C(CC(=O)NCc1ccco1)=N\NC(=O)Cc1ccc(-c2ccccc2)cc1	1	1	4	-3	1.1	-2	1592	-3	-15	-2
COc1ccc(CNC(=O)c2ccc(NS(=O)(=O)c3c(C)noc3C)cc2)cc1	1.1	-5	-4	3	1	0	1738	-12	0	-5

# Random excerpt: 6 compounds from above, in no set order.
SMILES	TNAP act hi DEA	PPARg SRC3 recr	PPARg SRC1 recr	PPARg SRC-2 ag	bIAP act	HMGR II inh	SRC2 TRFRET art	TNAP inh noacc	bIAP inh	TNAP inh hi DEA
Cc1cc(N)n(-c2nc3ccccc3s2)n1	1	3	5	4	1.1	9.6*	1737	-8	-14	-2
C/C(CC(=O)NCc1ccco1)=N\NC(=O)Cc1ccc(-c2ccccc2)cc1	1	1	4	-3	1.1	-2	1592	-3	-15	-2
Cc1cc(C)n(CC(O)COc2c(C)cccc2C)n1 (stereo not drawn)	1	2	2	4	1.1	1	1445	-8	-15	-3
COc1ccc(Oc2nnc(-c3ccc(C)cc3)c3ccccc23)cc1	1.1	7	8	-3	1	-3	1443	-9	4	-5
O=C(O)c1cc2n(n1)C(C(F)(F)F)CC(c1ccco1)N2 (stereo not drawn)	1	3	0	2	0.9	-7	1466	-11	5	-1
COc1ccc(CNC(=O)c2ccc(NS(=O)(=O)c3c(C)noc3C)cc2)cc1	1.1	-5	-4	3	1	0	1738	-12	0	-5

# Going on with the list:
SMILES	TNAP act hi DEA	PPARg SRC3 recr	PPARg SRC1 recr	PPARg SRC-2 ag	bIAP act	HMGR II inh	SRC2 TRFRET art	TNAP inh noacc	bIAP inh	TNAP inh hi DEA
Cn1ncc(Cl)c1C(=O)NCc1cc(C(C)(C)C)n[nH]1	1	-1	3	-8	1.1	-1	1440	-5	-12	-2
O=C(NCCc1cccc(Cl)c1)c1cccs1	1	-3	6	-5	1.1	-5	1590	-14	-10	-4
CCOC(=O)N1CCN(c2c(NCCN3CCN(Cc4ccccc4)CC3)c(=O)c2=O)CC1	1.1	9	4	0	1.1	-5	1662	-15	-10	-8
CCc1ccc2nc(SCC(=O)N3CC(=O)Nc4ccccc43)c(C#N)cc2c1	1	9	-1	-7	1	-2	1630	-7	3	1
Cc1cc(OC(=O)c2ccccc2Cl)ccc1N1C(=O)CCC1=O	1	3	1	9	1	0	1575	-10	2	-3
COc1ccc2cc3c(N)nn(C(=O)Cc4ccc(Cl)cc4)c3nc2c1	1.1	11	-1	2	0.7	-3	1667	22	26	-6
COc1ccccc1N1CCN(CC(=O)NC(=O)NCc2ccco2)CC1	1	-1	3	2	0.8	3	1475	0	24	3
C=CCn1c(C(CCC(C)C)CC(C)(C)O)n[nH]c1=S (stereo not drawn)	1	-1	3	2	1.1	2	1628	13	-13	0
CC1(CC(=O)O)C(=O)N=C2C=CC=CN21 (stereo not drawn)	1	-9	-1	9	1	-4	1704	-10	-4	1
Cc1nnc2sc(-c3csc4c3CCCC4)nn12	1	-2	2	6	0.9	-4	1741	-6	15	-2
C/C(=C\C(=O)c1ccc(Br)cc1)Nc1ccc(Cl)cc1	1	2	1	9	0.8	5	1700	-2	17	-2
CC(CCc1ccccc1)NC(=O)CCN1N=C(c2ccccc2)CCC1=O (stereo not drawn)	1	6	3	9	1	-3	1545	-10	4	1
Cc1ccc(CNC(=O)CN(C)S(=O)(=O)c2cnc[nH]2)cc1	1	3	4	10	0.8	0	1759	-9	18	-3
CCOC(=O)c1ccc2c(c1)nc(SCc1cn3ccsc3n1)n2CC	1.1	-3	8	14	1	-2	1612	1	-4	-6
COc1cc(CCCN2C(=S)NC[C@@H]2c2ccccc2)cc(OC)c1OC	1	2	-2	3	0.8	0	1497	-2	17	-2
CCOc1ccc(NC(=O)c2c(OC)cccc2OC)cc1	1	-1	9	-6	0.9	-1	1523	-11	9	0
O=C(CCCCCCN1C(=O)c2ccccc2C1=O)Nc1nccs1	1	4	6	5	1	3	1795	-8	5	-3
CCN(CCN(C)C)C(=O)c1ccc2c(c1NCCO)C(=O)c1ccccc1C2=O	0.8	7	19	7	0.4	5	1736	18	nt	24
CCOC(=O)CSc1ncnc2c1sc1nc(N3CCOCC3)c3c(c12)CCCC3	1	-1	-1	-1	1.1	-5	1392	-9	-11	1
COc1cccc(CCc2nnc(CCC(=O)NCCc3cccc(C)n3)o2)c1	1	0	3	1	1	-2	1769	-3	2	-4
Cc1cc(C(=O)NCc2nc(-c3ccccc3)no2)ccc1[N+](=O)[O-]	1	-2	11	3	0.7	1	1837	-14	27	-4
COc1ccc(C2(O)CN(c3ccccc3)C3=[N+]2CCS3)cc1OC (stereo not drawn)	1.1	1	6	-4	1	-1	1446	-4	-5	-6
Cc1ccc([N+](=O)[O-])c(C(=O)Nc2cccnc2Cl)c1	1	0	7	-3	1.1	-5	1756	-1	-6	3
CCC(C)[C@H](NC(=O)N1CCN(C)CC1)C(=O)OC (stereo partly drawn)	1	2	0	5	0.9	5	1532	-4	10	-3
O=C(c1ccccc1)c1cc([N+](=O)[O-])ccc1N1CCOCC1	0.9	5	-2	7	0.9	-1	1538	-2	14	7
Oc1c(Br)cc(Br)cc1C=Nc1ccc2c(c1)OCCO2	0.9	5	12	13	1.2	1	1762	36	-16	5
COc1ccc(/C=C/c2c([N+](=O)[O-])c(=O)n(C)c(=O)n2C)cc1	1	-1	6	5	1.1	5	1548	-5	-11	0
CCOc1ccc2[nH]c(=O)c(CN(CCO)C(=O)c3ccc(Br)cc3)cc2c1	1	-8	-1	-5	1	-6	1532	-7	-3	-4
N#Cc1nc(-c2ccccc2)oc1N1CCCCC1	1.1	-6	7	0	0.9	-5	1568	-17	7	-7
C=CC[N+](C)(C)CCN1C(=O)C2C(c3ccccc3)C=CC(c3ccccc3)C2C1=O (stereo not drawn)	1	-5	-7	-3	1	1	1452	-14	4	-3
CS(=O)(=O)N(CC(=O)N1CCN(Cc2ccc3c(c2)OCO3)CC1)c1ccc2c(c1)OCO2	1	-1	4	2	1	-5	1610	-2	3	1
Cc1c(C(c2cccc([N+](=O)[O-])c2O)c2c(C)n(C)n(-c3ccccc3)c2=O)c(=O)n(-c2ccccc2)n1C	1	12	1	15	0.8	-10	1614	-2	24	4

# Next entries:
SMILES	TNAP act hi DEA	PPARg SRC3 recr	PPARg SRC1 recr	PPARg SRC-2 ag	bIAP act	HMGR II inh	SRC2 TRFRET art	TNAP inh noacc	bIAP inh	TNAP inh hi DEA
OCCSc1nc(-c2ccccc2)nc2c1CCC2	1	-1	2	3	1	-5	1699	-10	0	-3
Cc1cccc(NC(=O)C2CC(=O)OC23CCCC3)c1 (stereo not drawn)	1.1	-9	-4	1	1	-3	1536	-10	3	-6
O=c1c(Cc2ccc(Cl)cc2)c(O)ccn1Cc1ccncc1	1	0	2	12	1.1	-1	1793	-9	-6	-3
Cc1cccc(C(=O)NC(=S)NCc2cccnc2)c1	1	0	1	-5	1	4	1396	-2	-2	-1
CCOC(=O)c1c(-c2cccc([N+](=O)[O-])c2)csc1NC(=O)CCCOc1ccccc1OC	1.1	15	4	12	0.9	-1	1618	-7	9	-6
COc1cc(/C=C2/NC(=O)NC2=O)cc(Br)c1OCc1cccc(C(=O)O)c1	1	6	-5	4	0.9	3	1467	5	6	1
Cc1cccc(Cn2cc(SCC(=O)Nc3nccs3)c3ccccc32)c1	1	5	2	5	0.9	-6	1694	-1	13	-3
CCN(CC)c1cc(C)c2cc(NC(=O)CNC(C)=O)ccc2n1	1.1	-2	-6	11	1	4	1560	-16	1	-9
O=C(NCCc1ccc2c(c1)OCCO2)c1ccc([N+](=O)[O-])cc1Cl	1	4	-1	6	1	6	1559	-3	-2	-2
O=C(Nc1cccc(NS(=O)(=O)c2ccc(S(=O)(=O)NC3CC3)cc2)c1)c1ccccn1	1	-2	23*	7	1	-2	1559	-11	-1	-4
COc1ccc(S(=O)(=O)N(CC(=O)NC2CC2)c2ccc(C)cc2)cc1OC	1.1	5	6	1	0.9	4	1629	-12	6	-7
CN1CCN(C(=S)Nc2ccccc2Cl)CC1	1.1	-8	5	4	1	-3	1428	-11	1	-9
COc1ccc(C(=O)NNC(=O)CSc2nnc(-c3ccc(O)cc3)n2C)cc1	1.1	4	7	6	1.2	0	1548	-19	-21	-6
COCCn1c(SCC(=O)N(C(C)C)C(C)C)nnc1-c1cc2ccccc2cc1O	1	10	8	4	1	-2	1531	-1	3	-3
C=CCn1c(=O)n2ncnc2c2c3c(sc21)CCCC3	1.1	0	10	6	1	1	1507	-26	4	-7
CCOC(=O)N1CCC(NC(=O)c2cc3c(-c4cccc(OC)c4)nn(C)c3s2)CC1	0.9	-7	0	1	0.9	-4	1364	-1	14	6
COC(=O)C1C(c2ccc(Br)cc2)Nc2nnc(C(F)(F)F)n2C1(C)O (stereo not drawn)	1	-3	-3	0	1	-4	1485	-8	2	-3
CC(=O)Nc1ccc(OCC(=O)N2CCC(Cc3ccccc3)CC2)cc1	1	-1	5	5	1.2	-2	1583	-7	-16	0
CCCCN(C(=O)NC(=O)Nc1ccccc1C)S(C)(=O)=O	1	-3	6	1	1	-9	1569	-8	-1	-4
CSc1ccccc1NC(=O)C1CCCO1 (stereo not drawn)	1	nt	nt	nt	1	-3	nt	-6	2	0
